Diaph act CS: diaphorase activation or chemical reduction counter-screen; AID 1229; Diaphorase/resazurin coupled assay, resorufin fluorescence, 16 min; active compounds read high; 1 = vehicle wells, 0 = NADH-free wells; activation factor at 20 µM; 0.005% of 190,000 active;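 active means diaphorase activity raised at least twofold by the compound at 20 µM; inactive means activation factor below 2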
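Assay system: bacterial diaphorase enzyme (C. kluyveri) / Input: enzyme 0.07 U/mL final / Medium: 50 mM HEPES pH 7.4 with 4.542 mM MgCl2, 0.005% Tween 20 / Doses: single compound dose of 20 µM, 1% DMSO final / Incubation: 16 min enzyme reaction, ambient temperature / Signal: fluorescence, excitation 544 nm and emission 590 nm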
TNAP act hiacc: increases human TNAP activity under high phosphate acceptor concentration; P05186; purified TNAP, CDP-star luminescence, 1 M DEA, 30 min; active compounds read high; 0 = EDTA background, 1 = DMSO-only activity; AID 1136; activation factor at 20 µM; 200,000 tested, under 10 active;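 active means activation factor at least 2 at 20 µM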
Target sequence (P05186 whole entry, looked up): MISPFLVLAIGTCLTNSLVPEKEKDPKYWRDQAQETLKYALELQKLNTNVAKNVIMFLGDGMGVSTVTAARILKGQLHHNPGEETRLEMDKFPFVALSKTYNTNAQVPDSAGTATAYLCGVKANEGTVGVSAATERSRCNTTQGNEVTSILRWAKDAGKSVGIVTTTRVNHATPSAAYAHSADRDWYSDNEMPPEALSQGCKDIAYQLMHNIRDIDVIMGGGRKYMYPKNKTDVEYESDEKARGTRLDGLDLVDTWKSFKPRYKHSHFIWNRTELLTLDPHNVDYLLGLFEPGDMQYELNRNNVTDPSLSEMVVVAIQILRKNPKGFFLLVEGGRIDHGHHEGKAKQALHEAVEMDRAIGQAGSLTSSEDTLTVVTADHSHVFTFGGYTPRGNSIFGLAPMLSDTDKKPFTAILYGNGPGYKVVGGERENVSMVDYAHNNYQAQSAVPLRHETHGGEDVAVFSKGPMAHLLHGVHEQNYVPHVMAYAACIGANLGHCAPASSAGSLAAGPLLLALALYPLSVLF
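Assay system: human TNAP; Input: enzyme diluted 1/800 final; Reagent: CDP-star luminogenic substrate at 100 µM final; Timing: 30 min, room temperature; Signal: luminescence; Evaluation: TNAP activation factor scaled between EDTA and DMSO control wells.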
G6PDH CS: counter-screen for G6PDH assay hits: L. mesenteroides G6PDH inhibition; Purified L. mesenteroides G6PDH, diaphorase/resazurin coupled fluorescence, 45 min; inhibition, % at 5 µM; AID 1020; 0.12% of 200,000 active; in the data active means inhibition above about 50%
TNAP inh noacc: inhibitors of human TNAP without phosphate acceptor. P05186. purified TNAP, CDP-star luminescence, 30 min. inhibition, % at 20 µM. 0.26% of 200,000 active. AID 1012;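 active means tissue-nonspecific alkaline phosphatase inhibition above about 50% at 20 µM in the single-dose screen, limit read from the data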;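 further: 0% = DMSO negative control and 100% = EDTA positive control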
HMGR II inh: inhibitors of class II HMG-CoA reductase from Enterococcus faecalis; purified E. faecalis HMGR, NADPH absorbance 340 nm kinetic; inhibition, % at 10 µM; 0.41% of 190,000 active; AID 1066;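 active means inhibition above a set limit, the median over all tested compounds plus 3 SD, cut at about 9.5% in these data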;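 further: enzyme runs in reverse so mevalonate oxidation gives rising NADPH absorbance; 0% = complete reaction with DMSO and 100% = background rate lacking mevalonate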
PMI act: phosphomannose isomerase (human) activation. purified human PMI, coupled resazurin fluorescence, 20 min; active compounds read high; 1 = vehicle control, 0 substrate-free wells. AID 1214. activation factor at 20 µM. 0.005% of 190,000 active. P34949;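 active means activation factor of 2 or more at 20 µM, relative to plate controls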
Target sequence (P34949 whole entry, looked up): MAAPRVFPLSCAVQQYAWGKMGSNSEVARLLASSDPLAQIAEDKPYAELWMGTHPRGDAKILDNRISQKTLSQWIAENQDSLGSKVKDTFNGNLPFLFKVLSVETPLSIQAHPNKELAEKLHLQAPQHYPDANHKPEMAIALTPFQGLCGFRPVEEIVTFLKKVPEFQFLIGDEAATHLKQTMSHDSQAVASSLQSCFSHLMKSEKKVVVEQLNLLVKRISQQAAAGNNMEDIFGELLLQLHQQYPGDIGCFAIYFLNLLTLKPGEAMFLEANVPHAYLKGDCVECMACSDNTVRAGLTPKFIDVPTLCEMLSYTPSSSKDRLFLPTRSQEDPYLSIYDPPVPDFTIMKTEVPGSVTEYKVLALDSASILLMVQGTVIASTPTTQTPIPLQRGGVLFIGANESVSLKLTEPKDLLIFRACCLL
PMI act hi M6P: activators of human phosphomannose isomerase at near-saturating mannose 6-phosphate | P34949 | coupled PMI enzyme assay, resazurin fluorescence, 20 min; active compounds read high; 1 = untreated enzyme, 0 = substrate-free blank | activation factor at 20 µM | 0.34% of 190,000 active | AID 1216;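 active means activation factor of 2 or more at 20 µM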
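Material: human phosphomannose isomerase with PGI, G6PDH, diaphorase coupling enzymes; amount: PMI at 15 ng/mL final; also added: Mannose-6-phosphate 1.0 mM (near-saturating) plus 0.22 mM NADP+; incubation: enzyme reaction with compound 20 min at room temperature; signal: resorufin fluorescence (Ex 544/Em 590 nm) from resazurin via diaphorase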
Diaphorase inh: diaphorase inhibition or chemical oxidation counter-screen | diaphorase resazurin-to-resorufin fluorescence, NADH, 16 min; bacterial (C. kluyveri) enzyme, not human | inhibition, % at 20 µM | 0.69% of 190,000 active;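 active means primary screen inhibition at 20 µM above a set limit, cut at about 50% in these data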;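 further: plate controls were DMSO with full reaction for no effect and wells lacking NADH for full effect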
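Detection: fluorescence of resorufin formed from resazurin, Ex 544/Em 590 nm; test system: Clostridium kluyveri diaphorase enzyme; amount: 0.14 U/mL diaphorase, enzyme working solution; times: 16-min room-temperature incubation before reading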
TNAP inh hiacc: inhibitors of human TNAP at high phosphate acceptor concentration; P05186; purified TNAP, CDP-star luminescence, 1 M DEA; inhibition, % at 20 µM; 0.03% of 200,000 active;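 active means over 50% inhibition of tissue-nonspecific alkaline phosphatase at 20 µM in the single-dose screen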;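 further: plate controls were DMSO wells for no effect and EDTA-quenched wells as full inhibition for full effect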
FLuc stim CS: firefly luciferase counter-screen for stimulation assays; ATPlite luciferase biochemical, luminescence, 10 min; 0 = ATP-free wells, 1 = DMSO control; AID 1027; 200,000 tested, under 10 active; P08659; activation factor at 10 µM;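 active means luciferase activation factor, scaled between plate controls, of at least 2 with compound at 10 µM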
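test system = cell-free luciferase reagent | medium = PBS as buffer for the ATP substrate | dosing = test compounds dosed from 2 mM stocks in 100% DMSO | incubation = 10 min at ambient temperature | detection = luminescence measurement of luciferase light output | benchmarks = low control with PBS replacing ATP, high control enzyme plus ATP without compound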
The depositor's hits bear a star; nt = not tested or not shown. Rows were taken by chance; about 1.7% have a hit in one of these screens.

Values run as follows: Diaph act CS, TNAP act hiacc, G6PDH CS, TNAP inh noacc, HMGR II inh, PMI act, PMI act hi M6P, Diaphorase inh, TNAP inh hiacc, FLuc stim CS
O=C(O)CC(NC(=O)c1ccccc1NC(=O)c1ccccc1)C(=O)O (stereo not drawn)
  0.9, 1, -3, -7, 2, 0.9, 1, 11, 0, 1
CS(=O)(=O)N(CCc1ccccc1)CC(=O)NCc1ccc2c(c1)OCO2
  0.9, 0.9, 2, -3, 1, 0.9, 1, 8, 6, 1
C=C1N(c2cccc(Cl)c2)C(=O)OC1(C)C
  0.9, 1, 14, -3, -1, 0.8, 0.9, 10, 0, 1
Cc1ccc(C(=O)c2cc([N+](=O)[O-])ccc2N2CCOCC2)cc1
  0.8, 1, -7, 3, 2, 0.8, 0.9, 23, 2, 1.1
COc1ccc(S(=O)(=O)N2CCCCCC2)cc1C(=O)OCC(=O)Nc1cc(C)on1
  1.2, 1, 4, -4, -9, 1.1, 1.1, -15, 0, 1
CC(C)NC(=S)N/N=C/c1cc(Br)ccc1O
  0.9, 1, -12, -141, -6, 1, 1.1, 14, 1, 1
O=C(CC1Oc2ccccc2NC1=O)NCCc1ccccc1 (stereo not drawn)
  1.1, 1.1, -2, -21, -4, 1.1, 1.1, -6, -7, 1
COC(=O)c1cc(NC(=O)CN2C(=O)CSC2=O)ccc1Cl
  0.9, 1, 13, 38, -4, 1.1, 1, 8, -5, 1.1
O=C(NCc1ccco1)C1(S(=O)(=O)c2ccc(Cl)cc2)CC1
  0.9, 1, 17, -3, 0, 0.9, 1, 14, -4, 1
CCOc1cc(/C=N/NC(=O)c2cccnc2)ccc1OCC(N)=O
  1, 1, -4, -9, 4, 1, 1.1, -3, 4, 1
CN1CCC(=NNC(=O)C(=O)Nc2ccccc2)CC1
  0.8, 1, -1, -2, -2, 1, 1, 16, 1, 1
COc1ccc(Br)cc1CN1CCN(C(=O)c2cccc(OC)c2OC)CC1
  0.9, 1.1, -2, -8, -1, 0.9, 1, 13, -6, 1
Cc1cc(Br)cc(C)c1OCCCCN(C)C
  0.9, 1, 14, -7, 4, 0.9, 0.9, 15, -4, 1
Cc1ccc(S(=O)(=O)n2c(=O)oc3ccccc32)cc1
  0.8, 1.1, 7, -78, -6, 1, 0.9, 17, -6, 1.1
S=c1nc(-c2sccc2OCc2ccc(Cl)cc2Cl)[nH][nH]1
  0.5, 1, -4, -84, -1, 0.9, 0.8, 54*, 0, 1.1
Cn1c(Cc2csc(N)n2)nnc1SCC(=O)NCc1ccccc1
  1, 1, -1, -14, -3, 0.9, 0.9, 3, -4, 1
O=C(Nc1nccs1)c1cccc(N2C(=O)C3C4C=CC(C4)C3C2=O)c1 (stereo not drawn)
  0.8, 1.1, 3, -13, 2, 1, 1, 22, -8, 1
O=C1c2c([N+](=O)[O-])cc([N+](=O)[O-])cc2S(=O)N1Cc1ccccc1 (stereo not drawn)
  0.9, 1, 10, -10, 5, 0.8, 1.5, 9, -5, 1
CCCOc1ncnc2c1sc1nc3c(cc12)COC(C)(C)C3
  0.8, 1.1, 11, -12, 1, 0.9, 0.9, 21, -8, 1
Nc1cc(C(=O)N2CCCC2)cc(C(=O)N2CCCC2)c1
  0.9, 1, -7, -12, -3, 0.9, 1, 15, 0, 1
COCCNC(=O)CSc1nc2ccccc2c(=O)n1CCC(=O)N1CCN(c2ccccc2)CC1
  0.9, 1.1, -1, -7, -2, 1.1, 1, 7, -5, 1.1
CCOC(=O)c1sc(-c2cccc([N+](=O)[O-])c2)cc1N
  0.9, 1, 2, -7, 0, 1, 1, 8, -1, 1
COc1ccccc1C(=O)Nc1sc(C(=O)N2CCCC2)c(C)c1C#N
  nt, 1.1, 11, -15, -2, nt, nt, nt, -5, 0.9
O=C(Cn1c(-c2cncs2)nc2ccccc21)NC1CCCC1
  0.9, 1, -17, -16, 0, 0.9, 1, 9, -4, 1.1
CCc1nnc(NC(=O)CSc2nnc(Cc3cccn3C)n2CCOC)s1
  0.9, 1, 1, -7, -5, 1.2, 1.2, 9, 0, 1.1
O=C(NC1CCS(=O)(=O)C1)/C(=C/c1ccc(Cl)cc1)NC(=O)c1ccccc1 (stereo not drawn)
  0.9, 1, -2, -11, -1, 1, 1.1, 8, -4, 1
CCn1cc(C(C)(C)C)c(C#N)c1NC(C)=O
  0.9, 1, -15, -14, -4, 0.9, 1, 12, -4, 1
CCOC(=O)C(CSCC(=O)c1ccc(Cl)cc1)NC(=O)OC(C)(C)C (stereo not drawn)
  0.8, 1, -1, -23, -7, 0.9, 0.9, 20, -4, 1
Cc1nnc(SCC2=C(C(=O)O)N3C(=O)C(NC(=O)C(C)n4nc(C(F)(F)F)cc4C)C3SC2)s1 (stereo not drawn)
  1, 1, 2, -11, -2, 1, 1, 0, -2, 1
CCSCCNC(=O)c1cc(-n2cnnc2)ccc1Cl
  0.9, 1, 4, -6, 0, 0.9, 1.1, 11, -3, 1.2
COc1ccc(N=Cc2c(O)n(-c3ccc(OC)cc3)c(=O)c3ccccc23)cc1
  0.8, 1, 8, 2, -2, 1, 1, 22, 5, 1
CC(C)OC(=O)CSc1ncnc2c1cnn2Cc1ccccc1
  0.9, 1, 0, -5, -3, 1, 0.9, 15, -3, 1
C=CCn1c(SCC(=O)Nc2ccc3c(c2)OCCO3)nnc1-c1ccco1
  0.8, 1, 11, -6, -2, 0.9, 0.9, 22, 0, 0.9
COC(=O)c1cn(NC(=O)Cc2ccccc2OC)c(=O)c2ccccc12
  1.1, 1.1, 7, -16, 1, 1, 1, -15, -8, 1
Cc1ccc(OCCn2c(=S)[nH]c3c(N)ncnc32)cc1
  0.7, 1, 8, 13, -1, 0.9, 0.9, 26, 4, 0.9
COc1cc(NS(=O)(=O)c2ccc(NC(=O)/C(=C/c3ccccc3Cl)NC(=O)c3ccccc3)cc2)nc(OC)n1
  0.8, 1, 8, -10, -9, 0.8, 0.9, 18, -2, 1.1
COc1ccc(C(=O)C[n+]2ccc3c(c2)nc(-c2ccc(OC)cc2OC)n3C)cc1
  1, 1.1, -2, -7, -4, 1, 1, 4, -6, 1.1
CC(C)(C)c1ccc(CS(=O)CC(O)CO)cc1 (stereo not drawn)
  0.9, 1, 1, -6, -4, 1, 1, 11, -3, 1.1
Cc1ccc2[nH]c(=O)c(CN(CCCN3CCOCC3)C(=O)NC3CCCCC3)cc2c1
  0.9, 1, 6, -6, 1, 1, 0.9, 13, -2, 1
CCOc1ccc(Oc2c(/C=N/NC(=O)COc3ccccc3OC)c(C)nn2-c2ccccc2)cc1
  0.7, 1.1, 0, -73, -5, 0.8, 0.8, 30, -14, 1.1
c1ccc(N2CC[N+]3(CCCC3)CC2)nc1
  0.9, 1, 0, -2, -6, 1, 1.1, 8, 2, 1
Cc1cc(NC(=O)Cn2cc([N+](=O)[O-])cn2)no1
  1, 1, 8, -10, -3, 1, 1, 0, -1, 1
Cc1ccc(Nc2ncnc3c2oc2ccccc23)cc1
  0.8, 1, 7, -18, 0, 0.9, 1, 19, -5, 0.9
O=C(CC(C(=O)O)c1c[nH]c2ccccc12)c1ccccc1 (stereo not drawn)
  0.2, 1, 6, -4, -6, 0.9, 1, 78*, 0, 1
CCOc1ccc(-c2[nH]ncc2-c2csc(C)n2)c(O)c1
  0.9, 1, 9, -72, -4, 0.8, 0.8, 6, -4, 1
C#CCOCCOCCOCCNc1nc(N2CCN(C(=O)[C@H](CCCCN)n3cc([C@@H](N)CC(C)C)nn3)CC2)nc(N2CCN(C(=O)[C@H](Cc3ccc(O)cc3)n3cc([C@@H](N)CC(C)C)nn3)CC2)n1
  1.1, 1.1, 3, -16, -1, 1.1, 1.1, -12, -10, 1
O=S(=O)(c1ccccc1)c1nc(-c2ccco2)oc1NCc1ccccc1
  0.8, 1.1, -3, -25, 2, 1.1, 1.2, 16, -8, 1.1
COc1ccc(Cl)cc1S(=O)(=O)N1CCN(C)CC1
  0.9, 1, -2, -14, 1, 1, 1, 14, -4, 1.1
S=C1COC(c2ccccc2)N1c1ccccc1 (stereo not drawn)
  1, 1, 1, -10, -2, 1.1, 1.1, -3, -3, 1.1
Cn1ccc(C(=O)N2CCCc3ccccc32)n1
  0.9, 1, 1, -2, -4, 1, 0.9, 13, -4, 1.1
COc1ccc(/C(C)=N\NS(=O)(=O)c2ccccc2)cc1OC
  0.9, 1, 2, -2, -3, 1, 1, 12, -2, 1

Structural class, those above containing a COOH group (3)
Values run as follows: Diaph act CS, TNAP act hiacc, G6PDH CS, TNAP inh noacc, HMGR II inh, PMI act, PMI act hi M6P, Diaphorase inh, TNAP inh hiacc, FLuc stim CS
O=C(O)CC(NC(=O)c1ccccc1NC(=O)c1ccccc1)C(=O)O (stereo not drawn)
  0.9, 1, -3, -7, 2, 0.9, 1, 11, 0, 1
Cc1nnc(SCC2=C(C(=O)O)N3C(=O)C(NC(=O)C(C)n4nc(C(F)(F)F)cc4C)C3SC2)s1 (stereo not drawn)
  1, 1, 2, -11, -2, 1, 1, 0, -2, 1
O=C(CC(C(=O)O)c1c[nH]c2ccccc12)c1ccccc1 (stereo not drawn)
  0.2, 1, 6, -4, -6, 0.9, 1, 78*, 0, 1
